Screening results deposited in PubChem BioAssay by Broad Institute.
LGR2 antag – Drosophila LGR2 receptor signaling inhibition; HEK293 LGR2, CRE-luciferase, bursicon-stimulated, 4 h; inhibition, % at 9.99 µM; actives 0.35% (n = 380,000); AID 720647;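 active = drop in luminescence signal, shown as inhibition above about 50% in the replicate tests, limit read from the data, passing the limit was not always enough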;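 also: agonist challenge used bursicon conditioned medium at about half maximal strength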
Cneo AK release – Cryptococcus neoformans lysis via adenylate kinase release; actives 0.2% (n = 360,000); lysis activity, % at 15 µM; C. neoformans lysis, adenylate kinase release luminescence, 4 h; normalised: neutral wells 0, clomiphene wells 100;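 active = mean lysis activity across replicates of at least 80%, whatever share of replicates individually reach that level; inactive = mean lysis activity below 80%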
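Test system: log-phase Cryptococcus neoformans yeast cells. Input: 5 × 10^6 yeast cells/mL. Medium: fresh YPD growth medium. Doses: single dose. Incubation: static 4 h at 37 °C with compound, 1 h detection. Measured by: luminescent adenylate kinase detection reagent. Read-out: signal increase indicating cell lysis. Benchmarks: Clomiphene.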
INS-1E GSIS act – primary screen for activators of insulin secretion dependent on glucose, INS-1E cells, GLuc reporter luminescence. INS-1E GLuc reporter insulin secretion, 2-3 h. activation, % at 16.6 µM. actives 0.61% (n = 370,000). AID 743287;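 active = lowest replicate activation of at least 40%, so every replicate reaches that level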;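 also: 0% = median of neutral control wells and 100% = median of IBMX positive control wells; some compounds called inactive have numbers as strong as hits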
ARNT-TACC3 inh – disruptors of human ARNT/TACC3 interaction; AID 623870; AlphaScreen His-ARNT PAS-B/GST-TACC3 binding, luminescence; TACC3 fragment carries E629A point mutation; inhibition, % at 9.99 µM; actives 0.66% (n = 390,000);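 active = mean inhibition of replicates at least 50% and at least half of replicates each reaching 50%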;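 also: 0% = complete ARNT plus TACC3 wells and 100% = ARNT alone without TACC3; many hits fall short of the cut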
PGC1a acetyl inh – PGC1a acetylation modulation, inhibitor mode. U2OS PGC1a acetylation, AlphaScreen anti-acetyl-lysine; with virally co-expressed GCN5 acetyltransferase. inhibition, % at 15.6 µM. actives 0.17% (n = 350,000). AID 651687;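 active = every replicate shows inhibition of at least 40%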;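 also: 0% = neutral control wells and 100% = positive control wells; some results beyond the cut were filed as inactive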
PglD DTNB – PglD (C. jejuni) enzyme inhibition; inhibition, % at 12.5 µM; actives 0.098% (n = 360,000); purified PglD enzyme, DTNB colorimetric CoA detection; in the data active = inhibition above about 16%, passing the limit was not always enough; also: strong numbers were not always called active
PAX8 inh HTS – lowers PAX8-driven luciferase in RMG-I cells. inhibition, % at 12.6 µM. actives 1.2% (n = 360,000). RMG-I TPO-luciferase reporter, SteadyGlo, 24 h. AID 652154;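 active = mean replicate inhibition at least 60% with every replicate also reaching 60%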;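 also: luciferase light reporting Pax8 driven TPO promoter activity; plate controls were median of neutral control wells for no effect and mitoxantrone controls for full effect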
C2C12 statin – suppressors of simvastatin-induced myotoxicity in C2C12 myotubes; ATP luminescence, 48 h; scaled: DMSO 0, geranylgeraniol control 100; rescue of ATP level, % at 7.49 µM; actives 0.78% (n = 330,000); AID 602340;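 active = mean ATP rescue above about 67%, or every replicate alone reaching that limit, limit read from the data, passing the limit was not always enough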;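 also: myotubes were challenged with 10 µM simvastatin during compound exposure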
Starred values were filed as active, the others as inactive; & = joins results of further samples.

How did Cc1cc(-c2nnc(SCC(=O)c3ccc(Cl)cc3)o2)no1 do in these assays?
Cneo AK release: -1; INS-1E GSIS act: 4; ARNT-TACC3 inh: 0; PGC1a acetyl inh: -9; PAX8 inh HTS: 6

How did COc1ccc(N2CCN(C(=O)CSc3nc4c(c(=O)n(C)c(=O)n4C)n3C(C)C)CC2)cc1 do in these assays?
LGR2 antag: -17; Cneo AK release: -1; INS-1E GSIS act: 48; ARNT-TACC3 inh: 0; PGC1a acetyl inh: 7; PglD DTNB: 2; C2C12 statin: 2

How did O=C(OCc1cnc(Cl)s1)c1ccccc1Cl do in these assays?
Cneo AK release: 3; ARNT-TACC3 inh: -3; PGC1a acetyl inh: 5; PglD DTNB: -3; C2C12 statin: 3

How did CC(/C=N/Nc1nc2ccccc2[nH]1)=C\c1ccccc1 do in these assays?
LGR2 antag: -84; INS-1E GSIS act: -23; ARNT-TACC3 inh: 3; PAX8 inh HTS: -140

What do the screens show for `O=C(NCC(=O)N1CCC2(CC1)NCCc1[nH]cnc12)c1ccc(F)cc1`?
LGR2 antag: 11; Cneo AK release: 1; INS-1E GSIS act: 8; ARNT-TACC3 inh: -5; PglD DTNB: -2; PAX8 inh HTS: -18; C2C12 statin: -26

How did O=C(Nc1ccc(S(=O)(=O)N2CCCC2)cc1)C1CCCN1C(=O)c1cccs1 (stereo unspecified) do in these assays?
LGR2 antag: 36; INS-1E GSIS act: -2; ARNT-TACC3 inh: -6; PAX8 inh HTS: 6

What do the screens show for `CC(=O)Nc1ccc(C(=O)NCC2(N3CCCCC3)CCCCC2)cc1`?
LGR2 antag: -4; Cneo AK release: -2; INS-1E GSIS act: -2; PglD DTNB: -3; PAX8 inh HTS: 7; C2C12 statin: 7

How did C[C@@H]1CCCCO[C@H](CN(C)C(=O)Nc2ccc(F)cc2)[C@H](C)CN([C@@H](C)CO)C(=O)c2cc(NC(=O)Nc3cccc4ccccc34)ccc2O1 do in these assays?
LGR2 antag: 9; Cneo AK release: -3; INS-1E GSIS act: -28; ARNT-TACC3 inh: -5; PGC1a acetyl inh: -8; PglD DTNB: 1; PAX8 inh HTS: 11; C2C12 statin: 21

How did CCOc1ccc(C2=NNC(c3cccs3)=Nc3ccc(OC)cc32)cc1 do in these assays?
Cneo AK release: 0; INS-1E GSIS act: -7; ARNT-TACC3 inh: 9; PglD DTNB: 6; PAX8 inh HTS: -9

How did COc1cccc(CNC(=O)c2ccc(OC)c(S(=O)(=O)NC3CCCC3)c2)c1 do in these assays?
LGR2 antag: -15; Cneo AK release: 0; INS-1E GSIS act: -4; ARNT-TACC3 inh: 2; PGC1a acetyl inh: -38; PglD DTNB: 0; PAX8 inh HTS: 16; C2C12 statin: 21

Results for CN(CCOc1ccccc1)CC(=O)Nc1cc([N+](=O)[O-])ccc1Cl ?
LGR2 antag: 14; INS-1E GSIS act: -1; ARNT-TACC3 inh: -1; PGC1a acetyl inh: 9; PAX8 inh HTS: -9

What do the screens show for `Cc1onc(-c2c(F)cccc2Cl)c1C(=O)Nc1sc2c(c1C#N)CCC(C(C)(C)C)C2` (stereo unspecified)?
Cneo AK release: -1; INS-1E GSIS act: -34; ARNT-TACC3 inh: 1; PGC1a acetyl inh: 11; PglD DTNB: -1; C2C12 statin: 6

Results for C[C@@H]1CN([C@H](C)CO)C(=O)c2cc(NC(=O)CCN3CCOCC3)ccc2O[C@H]1CN(C)Cc1ccc2c(c1)OCO2 ?
LGR2 antag: 3; Cneo AK release: -10; INS-1E GSIS act: 11; ARNT-TACC3 inh: 2; PGC1a acetyl inh: 5; PglD DTNB: -2; PAX8 inh HTS: -4; C2C12 statin: 5

What do the screens show for `O=C(Nc1ccc2c(c1)CCC2)C1CCN(c2ncccn2)CC1`?
Cneo AK release: 0; ARNT-TACC3 inh: 1; PGC1a acetyl inh: -5; PglD DTNB: -3; PAX8 inh HTS: -16; C2C12 statin: -11

How did COc1ccc(C(=O)NCc2nnc(SCCOc3ccccc3)n2C)cc1 do in these assays?
LGR2 antag: -6; Cneo AK release: -1; INS-1E GSIS act: -8; ARNT-TACC3 inh: -9; PglD DTNB: 1; PAX8 inh HTS: 9; C2C12 statin: -2

What do the screens show for `COc1cc(NS(=O)(=O)c2ccc(C)cc2)c2c(c1N)C(=O)c1ccccc1C2=O`?
LGR2 antag: -3; Cneo AK release: 0; INS-1E GSIS act: -1; PGC1a acetyl inh: -9; PglD DTNB: 0; PAX8 inh HTS: 0; C2C12 statin: -10

How did C/C(CC(=O)Nc1ccc(OCc2ccccc2)cc1)=N\NC(=O)C(=O)Nc1ccccc1C do in these assays?
Cneo AK release: 1; ARNT-TACC3 inh: -1; PGC1a acetyl inh: 11; PglD DTNB: 1

What do the screens show for `CCCc1nc2nc(C)c(NS(=O)(=O)c3ccc(Cl)cc3)c(=O)n2[nH]1`?
LGR2 antag: 6; Cneo AK release: 1; INS-1E GSIS act: -2; ARNT-TACC3 inh: -10; PGC1a acetyl inh: -1; PglD DTNB: -6; PAX8 inh HTS: -17; C2C12 statin: 9

Results for CCOC(=O)c1sc(C)c2c(=O)n(Cc3ccc(Cl)cc3)c(C)nc12 ?
Cneo AK release: 11; INS-1E GSIS act: -26; ARNT-TACC3 inh: 1; PGC1a acetyl inh: -8; PglD DTNB: -8; C2C12 statin: -1

How did Cc1ccc(C(=O)N(CCCN(C)C)c2nc3ccc(Cl)cc3s2)cc1C do in these assays?
LGR2 antag: 6; INS-1E GSIS act: -45; ARNT-TACC3 inh: 15; PGC1a acetyl inh: -28; PAX8 inh HTS: -6

The last three compounds of the section above open the next one.
What do the screens show for `CCCc1nc2nc(C)c(NS(=O)(=O)c3ccc(Cl)cc3)c(=O)n2[nH]1`?
LGR2 antag: 6; Cneo AK release: 1; INS-1E GSIS act: -2; ARNT-TACC3 inh: -10; PGC1a acetyl inh: -1; PglD DTNB: -6; PAX8 inh HTS: -17; C2C12 statin: 9

Results for CCOC(=O)c1sc(C)c2c(=O)n(Cc3ccc(Cl)cc3)c(C)nc12 ?
Cneo AK release: 11; INS-1E GSIS act: -26; ARNT-TACC3 inh: 1; PGC1a acetyl inh: -8; PglD DTNB: -8; C2C12 statin: -1

How did Cc1ccc(C(=O)N(CCCN(C)C)c2nc3ccc(Cl)cc3s2)cc1C do in these assays?
LGR2 antag: 6; INS-1E GSIS act: -45; ARNT-TACC3 inh: 15; PGC1a acetyl inh: -28; PAX8 inh HTS: -6

What do the screens show for `CC(C)(C)OC(=O)N1CCN(C(=O)Nc2ccc3c(c2)OCCO3)CC1`?
LGR2 antag: -54; Cneo AK release: -2; INS-1E GSIS act: 6; ARNT-TACC3 inh: 2; PGC1a acetyl inh: -6; PglD DTNB: 6; PAX8 inh HTS: -47; C2C12 statin: 3

Results for COc1ccc(S(N)(=O)=O)cc1C(=O)OCC(=O)N1CCCC(C)C1 (stereo unspecified) ?
LGR2 antag: -3; Cneo AK release: -4; INS-1E GSIS act: -2; PglD DTNB: 0; PAX8 inh HTS: -4; C2C12 statin: 6

What do the screens show for `O=C(N=C1SC2CS(=O)(=O)CC2N1c1cc(Cl)ccc1Cl)C1CC1` (stereo unspecified)?
LGR2 antag: 8; Cneo AK release: -1; INS-1E GSIS act: -5; ARNT-TACC3 inh: 2; PGC1a acetyl inh: 3; PglD DTNB: 1; PAX8 inh HTS: -1; C2C12 statin: 2

How did O=C(CCS(=O)(=O)c1cc2c(cc1Cl)NC(=O)CO2)NCc1ccccc1 do in these assays?
LGR2 antag: 9; Cneo AK release: -4; INS-1E GSIS act: 26; PGC1a acetyl inh: -2; PglD DTNB: -1; PAX8 inh HTS: -16; C2C12 statin: 4

What do the screens show for `C[C@H](CO)N1C[C@H](C)[C@@H](CN(C)S(=O)(=O)c2ccccc2)Oc2ccc(NC(=O)C3CCCCC3)cc2C1=O`?
LGR2 antag: -22&-4; Cneo AK release: 66&1; INS-1E GSIS act: -16&-30; ARNT-TACC3 inh: 7&1; PGC1a acetyl inh: -8; PglD DTNB: 3&-15; PAX8 inh HTS: -5&-1; C2C12 statin: 7&8

How did CC1=C(C(=O)Nc2ccccn2)C(c2ccc3c(c2)OCO3)C2=C(CC(C)(C)CC2=O)N1 (stereo unspecified) do in these assays?
LGR2 antag: 2; Cneo AK release: 8; INS-1E GSIS act: -4; ARNT-TACC3 inh: -1; PGC1a acetyl inh: 8; PglD DTNB: -1; PAX8 inh HTS: 10; C2C12 statin: 5

Results for Cn1c2ccccc2c(=O)c2ccc(C#CC3(N)CCCCC3)cc21 ?
LGR2 antag: 5; Cneo AK release: 2; INS-1E GSIS act: 1; ARNT-TACC3 inh: -9; PglD DTNB: 0; PAX8 inh HTS: -147; C2C12 statin: -3

What do the screens show for `C[C@@H]1CCCCO[C@@H](CN(C)Cc2ccc(C(F)(F)F)cc2)[C@H](C)CN([C@H](C)CO)C(=O)c2cc(NS(=O)(=O)c3cccs3)ccc2O1`?
LGR2 antag: 6; Cneo AK release: 3; INS-1E GSIS act: -19; ARNT-TACC3 inh: 2; PGC1a acetyl inh: 2; PglD DTNB: 4; PAX8 inh HTS: 89*; C2C12 statin: -17

What do the screens show for `CCc1cc(=O)[nH]c(SCC(=O)Nc2ccc3c(c2)OCCO3)n1`?
LGR2 antag: 11; Cneo AK release: -2; INS-1E GSIS act: 2; ARNT-TACC3 inh: 0; PglD DTNB: -3; PAX8 inh HTS: -2

How did Cc1ccc(S(=O)(=O)N(C)c2ccc(C(=O)NCc3ccccn3)cc2)cc1 do in these assays?
LGR2 antag: 10; INS-1E GSIS act: -8; ARNT-TACC3 inh: 4; PGC1a acetyl inh: -11; PAX8 inh HTS: 6

Results for CCOC(=O)N1CCN(C2CCCN(C(=O)c3ccccc3C(F)(F)F)C2)CC1 (stereo unspecified) ?
LGR2 antag: 3; Cneo AK release: 17; INS-1E GSIS act: 3; ARNT-TACC3 inh: -2; PGC1a acetyl inh: 1; PglD DTNB: -1; PAX8 inh HTS: 11; C2C12 statin: -10

What do the screens show for `CN(C)CC(=O)N1CC[C@@H]2[C@H](CO)Nc3ccc(-c4ccc(C(=O)N(C)C)cc4)cc3[C@@H]21`?
LGR2 antag: 12; Cneo AK release: 7; INS-1E GSIS act: -1; ARNT-TACC3 inh: 2; PGC1a acetyl inh: 3; PglD DTNB: -2; PAX8 inh HTS: -8; C2C12 statin: 14

How did COc1ccc2ncn(-c3ccccc3)c2c1 do in these assays?
Cneo AK release: 2; ARNT-TACC3 inh: -1; PGC1a acetyl inh: 38; PglD DTNB: 2; C2C12 statin: -20

What do the screens show for `Cc1cccc(OCCc2nnc(N)s2)c1C`?
Cneo AK release: 0; ARNT-TACC3 inh: -8; PGC1a acetyl inh: 1; PglD DTNB: -2; C2C12 statin: 3

How did Cc1ccc(NC(=O)CN(C)C(=O)COC(=O)/C=C/c2cccs2)cc1 do in these assays?
LGR2 antag: 1; INS-1E GSIS act: -7; ARNT-TACC3 inh: 4; PGC1a acetyl inh: 17; PAX8 inh HTS: 0

What do the screens show for `CCOC(=O)N/N=C/c1ccc(Oc2ccccc2)cc1`?
LGR2 antag: -87; Cneo AK release: 0; INS-1E GSIS act: -3; ARNT-TACC3 inh: -4; PGC1a acetyl inh: 2; PglD DTNB: -10; PAX8 inh HTS: -58; C2C12 statin: -34

What do the screens show for `Cc1ccc(Nc2nc(N)nc(CSc3nnc(C)s3)n2)cc1`?
LGR2 antag: -66; INS-1E GSIS act: 11; ARNT-TACC3 inh: 14; PGC1a acetyl inh: -1; PAX8 inh HTS: -134; C2C12 statin: 3
